STAT1 activator: increases IFN-gamma driven STAT1 reporter signal | activation (% of control), % at 5.5 µM | NIH 3T3 STAT1-luciferase reporter, luminescence; 100% = IFN-gamma alone, no compound | actives 2.6% (n = 200,000);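 active = activation above the screen-wide mean activation plus 3 SD, cut at about 130% in these data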;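 also: raw ratio to IFN-gamma control signal so 100% means no change and 0% no light; values of inactives mirror those of a sister screen read the other way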
APP transl inh: APP translation inhibition; SH-SY5Y APP 5'UTR-luciferase reporter, luminescence; actives 0.82% (n = 190,000); inhibition, % at 2 µM;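 active = inhibition above a set limit, derived from the sample mean plus 3 SD, cut at about 45% in these data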; also: values of inactives mirror those of a sister screen read the other way
Diaph act CS: counter-screen for diaphorase-based assays: diaphorase activators and chemical reducers; Diaphorase/resazurin coupled assay, resorufin fluorescence, 16 min; stronger effect = higher value; 1 = vehicle wells, 0 = NADH-free wells; activation factor at 20 µM; actives 0.005% (n = 190,000); AID 1229;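 active = diaphorase activity raised at least twofold by the compound at 20 µM; inactive = activation factor below 2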
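Assay system: bacterial diaphorase enzyme (C. kluyveri) / Input: enzyme 0.07 U/mL final / Medium: 50 mM HEPES pH 7.4 with 4.542 mM MgCl2, 0.005% Tween 20 / Doses: single compound dose of 20 µM, 1% DMSO final / Incubation: 16 min enzyme reaction, ambient temperature / Signal: fluorescence, excitation 544 nm and emission 590 nm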
G6PDH CS: counter-screen for G6PDH assay hits: L. mesenteroides G6PDH inhibition; actives 0.12% (n = 200,000); Purified L. mesenteroides G6PDH, diaphorase/resazurin coupled fluorescence, 45 min; AID 1020; inhibition, % at 5 µM; in the data active = inhibition above about 50%
Hsp70 activator: Hsp70 transcriptional activation, primary screen; HeLa Hsp70 promoter luciferase reporter, luminescence; scaled: vehicle 0, proteasome-inhibitor control 100%; activation, % at 10 µM; actives 0.04% (n = 200,000);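 active = activation above the mean across all tested compounds plus 3 SD, cutoff set per campaign, cut at about 5.5% in these data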;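 also: 100% = MG132 at 30 µM as the positive control and 0% = DMSO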
STAT1 inh: inhibitors of IFN-gamma induced STAT1 signaling | NIH 3T3 STAT1-luciferase reporter, luminescence | AID 920 | actives 0.35% (n = 200,000) | inhibition, % at 5.5 µM;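 active = inhibition above a set limit, the mean inhibition across all tested compounds plus 3 SD, cut at about 34% in these data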;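 also: 0% = IFN-gamma with DMSO and 100% = IFN-gamma with 300 µM nifuroxazide; values of inactives mirror those of a sister screen read the other way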
Diaphorase inh: diaphorase inhibition or chemical oxidation counter-screen; diaphorase resazurin-to-resorufin fluorescence, NADH, 16 min; bacterial (C. kluyveri) enzyme, not human; inhibition, % at 20 µM; actives 0.69% (n = 190,000);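 active = primary screen inhibition at 20 µM above a set limit, cut at about 50% in these data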;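 also: plate controls were DMSO with full reaction for no effect and wells lacking NADH for full effect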
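Test system: Clostridium kluyveri diaphorase enzyme / Quantity: diaphorase at 0.14 U/mL in enzyme working solution / Incubation: 16-min room-temperature incubation before reading / Benchmarks: NADH-free wells as positive control, DMSO-only neutral wells / Signal: resorufin fluorescence 544/590 nm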
STAT3 blocker: reduces IL-6 driven STAT3 reporter signal; U3A cells, IL-6 STAT3-luciferase reporter, luminescence; host cell line lacks STAT1; inhibition, % at 5.5 µM; actives 0.89% (n = 190,000);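 active = inhibition above the mean inhibition across all screened compounds plus 3 SD, cut at about 44% in these data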;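 also: 0% = DMSO only wells and 100% = 100 µM nifuroxazide control wells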
STAT3 activator: increases IL-6 driven STAT3 reporter signal. U3A cells, IL-6 STAT3-luciferase reporter, luminescence; 100% = signal with IL-6 EC80 alone. activation (% of control), % at 5.6 µM. actives 0.91% (n = 190,000);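 active = activation above the screen-wide mean of compound activation plus 3 SD, cut at about 130% in these data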;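 also: 0% = background luminescence of wells with medium and substrate only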
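Material: STAT3-luciferase reporter U3A cells. Controls: IL-6-treated wells, 100% activation. Read-out: % activation versus median of IL-6-stimulated wells. Probe or stimulus: IL-6 stimulus at 33 ng/mL final. Timing: compound 1 h, then IL-6 6 h at 37 °C. Signal: reporter luminescence signal.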
TLR4 MyD88 comp: blocks binding of human TLR4 to MyD88; O00206+Q99836; HeLa CL3-4 TLR4/MyD88 BLA complementation, FRET ratio; inhibition, % at 8.4 µM; actives 0.18% (n = 200,000); AID 861; in the data active = inhibition above about 25%;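 also: 0% = vehicle and 100% = reference inhibitor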
Target sequence (O00206 whole entry, looked up): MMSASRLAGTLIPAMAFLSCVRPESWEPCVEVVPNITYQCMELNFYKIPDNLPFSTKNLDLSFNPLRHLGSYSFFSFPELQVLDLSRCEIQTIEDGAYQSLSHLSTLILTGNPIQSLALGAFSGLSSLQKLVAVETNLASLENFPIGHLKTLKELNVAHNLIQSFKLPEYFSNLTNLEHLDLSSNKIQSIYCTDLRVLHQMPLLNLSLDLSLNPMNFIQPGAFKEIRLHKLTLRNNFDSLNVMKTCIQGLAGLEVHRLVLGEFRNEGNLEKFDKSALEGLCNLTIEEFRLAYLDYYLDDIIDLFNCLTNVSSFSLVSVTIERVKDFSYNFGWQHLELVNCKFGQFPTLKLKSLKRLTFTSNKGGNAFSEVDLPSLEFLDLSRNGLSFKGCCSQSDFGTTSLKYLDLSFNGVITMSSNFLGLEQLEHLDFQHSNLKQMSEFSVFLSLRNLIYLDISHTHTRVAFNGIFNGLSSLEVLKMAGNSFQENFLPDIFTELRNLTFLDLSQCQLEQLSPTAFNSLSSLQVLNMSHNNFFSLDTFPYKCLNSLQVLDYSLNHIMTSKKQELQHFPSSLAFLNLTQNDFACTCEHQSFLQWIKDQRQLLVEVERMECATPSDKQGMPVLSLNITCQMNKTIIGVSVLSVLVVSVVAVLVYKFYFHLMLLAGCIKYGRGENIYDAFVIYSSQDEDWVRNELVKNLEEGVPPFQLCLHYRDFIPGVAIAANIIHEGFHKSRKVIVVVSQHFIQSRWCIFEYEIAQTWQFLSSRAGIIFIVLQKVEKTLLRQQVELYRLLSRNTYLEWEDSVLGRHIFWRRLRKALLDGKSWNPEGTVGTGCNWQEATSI
Target sequence (Q99836 whole entry, looked up): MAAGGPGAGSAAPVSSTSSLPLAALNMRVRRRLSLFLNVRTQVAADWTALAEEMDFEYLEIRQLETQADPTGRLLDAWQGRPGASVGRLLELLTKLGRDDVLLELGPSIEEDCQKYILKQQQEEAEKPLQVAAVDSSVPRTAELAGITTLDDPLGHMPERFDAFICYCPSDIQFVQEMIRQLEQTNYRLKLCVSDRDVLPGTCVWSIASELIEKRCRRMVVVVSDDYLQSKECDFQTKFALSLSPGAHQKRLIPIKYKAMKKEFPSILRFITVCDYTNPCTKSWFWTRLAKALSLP
Active calls of the source: *; nt = not tested or not shown.

1) O=C(Nc1ccc(S(=O)(=O)NCc2ccco2)cc1)c1ccc2ccccc2n1
2) COC(=O)Cc1ccc(NC(=S)NCCCN2CCOCC2)cc1
3) Nc1ccc2c(c1)C(=O)C(=O)c1ccccc1-2
4) C/C(=N\NC(=O)c1nc2ccccn2c1C)c1cccc([N+](=O)[O-])c1
5) O=C(COC(=O)/C=C/c1ccc(OC(F)F)cc1)Nc1ccc(S(=O)(=O)N2CCCC2)cc1
6) O=C(NCc1ccccc1Cl)c1ccc2nc[nH]c2c1
7) CC1=Nc2cccc3cccc(c23)N1
8) COc1ccc(-n2c(=O)c3c(C)c(C)sc3n(Cc3cccc(F)c3)c2=O)c(OC)c1

entry no.	1	2	3	4	5	6	7	8
STAT1 activator	102	108	88	92	101	109	102	103
APP transl inh	3	2	88*	12	-6	-4	-10	-49
Diaph act CS	0.7	0.9	0.7	0.9	0.8	0.9	0.7	1
G6PDH CS	-42	-1	58*	0	7	-4	10	15
Hsp70 activator	-0.4	-0.3	0.0	0.1	-0.2	-0.3	-0.1	-0.1
STAT1 inh	-2	-10	13	9	-1	-10	-2	-5
Diaphorase inh	29	8	28	7	21	10	32	0
STAT3 blocker	20	13	39	13	-1	-1	8	12
STAT3 activator	87	93	72	91	105	102	98	97
TLR4 MyD88 comp	-2	6	-14	-9	0	-12	-6	-13

9) CCc1ccc(CCC(=O)Nc2ccc(C)cc2C)o1
10) Cc1ccc(-c2n[nH]c(=S)n2/N=C/C=C\c2ccccc2[N+](=O)[O-])cc1
11) Cc1c(N=C2C=C(Br)C(=O)C(Br)=C2)c(=O)n(-c2ccccc2)n1C
12) COc1ccc(Cc2n[nH]c(=S)n2Cc2ccccc2)cc1Cl
13) CCN(C(=N)N=C(N)N)c1ccccc1
14) CCC(=O)NNc1nc2c(F)cc(F)cc2s1
15) CCN(CC)C(=O)c1sc2nc(-c3ccc(OC)cc3)cn2c1C
16) CCc1ccc(S(=O)(=O)Nc2c(C)nn(C)c2C)cc1

entry no.	9	10	11	12	13	14	15	16
STAT1 activator	91	100	92	101	98	99	143*	92
APP transl inh	24	45	-1	-24	5	5	-117	8
Diaph act CS	0.9	0.3	0.3	0.9	1.1	0.9	0.7	1
G6PDH CS	-2	-7	7	18	10	13	8	5
Hsp70 activator	-0.2	-0.3	-0.3	-0.2	-0.2	-0.2	0.4	-0.3
STAT1 inh	7	0	7	-2	2	2	-47	7
Diaphorase inh	12	66*	69*	11	-15	14	26	1
STAT3 blocker	-10	8	5	2	-3	0	9	27
STAT3 activator	111	95	97	102	104	102	97	77
TLR4 MyD88 comp	13	-8	-9	-1	5	6	4	6

The last 4 entries of the section before come first, to join the parts:
13) CCN(C(=N)N=C(N)N)c1ccccc1
14) CCC(=O)NNc1nc2c(F)cc(F)cc2s1
15) CCN(CC)C(=O)c1sc2nc(-c3ccc(OC)cc3)cn2c1C
16) CCc1ccc(S(=O)(=O)Nc2c(C)nn(C)c2C)cc1
17) Cc1ccc(S(=O)(=O)N2CCC(=O)N(C(COCc3ccc(Cl)cc3)Cc3ccccc3)CC2)cc1 (configuration not stated)
18) CC(=O)c1ccc(NC(=O)C2CCCN2S(=O)(=O)c2ccc(C)cc2)cc1 (configuration not stated)
19) CCOc1cccc(-c2nc(C(N)=O)c3[nH]c(=O)n(-c4cccc(Cl)c4)c3n2)c1O
20) Cc1nnc(Oc2ccccc2F)c2ccccc12
21) O=S(=O)(CCSc1nc2ccccc2o1)c1nc2ccccc2s1
22) Cc1cc(C)nc(N/N=C/c2ccccc2OCc2ccc(Cl)cc2)n1
23) COc1ccc(C2=C/C(=C/c3cccnc3)C(=O)O2)cc1OC
24) COC(=O)c1sc(NC(=S)NC(=O)c2ccc(F)cc2)nc1C

entry no.	13	14	15	16	17	18	19	20	21	22	23	24
STAT1 activator	98	99	143*	92	90	103	97	111	91	113	99	111
APP transl inh	5	5	-117	8	13	6	-6	-4	13	-29	5	-12
Diaph act CS	1.1	0.9	0.7	1	0.9	0.9	0.9	0.8	0.8	0.9	1	1
G6PDH CS	10	13	8	5	10	4	-35	-3	0	-26	8	3
Hsp70 activator	-0.2	-0.2	0.4	-0.3	-0.6	0.1	-0.1	0.1	-0.3	-0.4	-0.6	0.3
STAT1 inh	2	2	-47	7	11	-2	3	-12	10	-14	1	-14
Diaphorase inh	-15	14	26	1	12	9	10	16	20	12	4	3
STAT3 blocker	-3	0	9	27	-11	-9	5	7	7	11	-3	-8
STAT3 activator	104	102	97	77	107	108	100	102	95	93	105	113
TLR4 MyD88 comp	5	6	4	6	-2	8	0	11	9	8	-7	-2

25) Cc1ccc(C(=O)Nc2ccnc(-c3ccncc3)n2)cc1
26) O=C(Nc1ccccc1)Nc1cccc2nsnc12
27) O=C(CSc1nc2ncc(Br)cc2[nH]1)c1cccc([N+](=O)[O-])c1
28) Cc1ccc(C(=O)O)cc1NC(=O)CCc1ccccc1
29) CC(C)(C)NC(=O)COc1ccc(CNCc2cccs2)cc1
30) Cc1ccc(NC(=S)N(CCCN2CCOCC2)Cc2ccccn2)cc1
31) Cn1cnnc1SCc1ccc(C(=O)N=Nc2c(O)n(Cc3ccc(Cl)cc3)c3ccccc23)cc1
32) CC1=C(C(=O)Nc2ccccn2)C(c2ccc(Br)cc2)n2ncnc2N1 (configuration not stated)

entry no.	25	26	27	28	29	30	31	32
STAT1 activator	99	140*	92	104	109	99	98	102
APP transl inh	-2	-121	-2	12	14	-2	-9	-2
Diaph act CS	1	0.9	0.6	1	1	1	0.8	0.8
G6PDH CS	8	10	-13	2	3	-2	-5	5
Hsp70 activator	-0.2	0.5	-0.3	-0.2	0.5	-0.2	-0.1	0.3
STAT1 inh	1	-44	9	-4	-10	1	2	-3
Diaphorase inh	-4	5	35	2	5	3	18	17
STAT3 blocker	12	-28	14	4	0	2	0	7
STAT3 activator	92	131	90	105	104	98	100	97
TLR4 MyD88 comp	6	12	-14	-3	6	9	1	-2

33) Cc1ccc(-n2cccn2)c(CN2CCCC(CNC(=O)c3ccc(F)cc3)C2)c1 (configuration not stated)
34) Cc1ccc2oc(-c3ccc(C)c(NC(=O)Cc4cccs4)c3)nc2c1
35) CSc1ccccc1C(=O)Nc1cccc(C(C)=O)c1
36) Cc1ccc(-c2nnc(SCC(=O)N/N=C/c3ccc(C)s3)n2-c2ccc(C)cc2)cc1
37) COc1cccc(CN2CCNC(=O)C2CC(=O)NCCOc2cccnc2)c1OC (configuration not stated)
38) Cc1cccc(C)c1NC(=O)N1CCCCCCC1
39) Cc1nn(-c2ccccc2)c(Cl)c1/C=N/NC(=O)C1COc2ccccc2O1 (configuration not stated)
40) CC1=C(C(=O)OC2CCCC2)C(c2coc3ccccc3c2=O)C2=C(CCCC2=O)N1 (configuration not stated)

entry no.	33	34	35	36	37	38	39	40
STAT1 activator	88	114	98	98	108	104	101	99
APP transl inh	10	-11	18	1	8	-2	6	-4
Diaph act CS	1	1	1.1	1	0.9	0.9	0.7	0.9
G6PDH CS	10	6	4	-17	12	-3	-5	-5
Hsp70 activator	-0.3	-0.3	0.2	-0.3	-0.1	-0.1	-0.4	-0.2
STAT1 inh	12	-16	2	2	-9	-6	-1	3
Diaphorase inh	3	0	-7	1	11	9	28	13
STAT3 blocker	-4	4	12	-7	2	12	0	-37
STAT3 activator	110	100	90	104	100	97	102	137*
TLR4 MyD88 comp	3	1	-6	-8	-8	4	7	-15

41) CC1=NN(C(=O)c2ccccc2Cl)C(O)(c2cccnc2)C1 (configuration not stated)
42) CC(=O)c1cc2c(cc1NC(=O)c1ccccc1C)OCO2
43) O=S(=O)(NCC(c1cccnc1)N1CCN(c2ccccc2)CC1)c1cc(F)ccc1F (configuration not stated)
44) CO[C@@H]1O[C@@H]2COC(c3ccccc3)O[C@@H]2[C@@H](OC)[C@@H]1O (some centres not stated)
45) C=CCNC(=O)C1CCN(c2nc(C)cc(-c3ccccc3)n2)CC1
46) CCOc1ccc(NC(=O)/C=C/c2ccc(OC)cc2)c([N+](=O)[O-])c1
47) COCCNC(=O)CN1CCC(n2c(C)nc3cc(C(F)(F)F)ccc32)CC1
48) O=C(NCc1cccnc1)C(=O)N/N=C/c1ccc([N+](=O)[O-])cc1

entry no.	41	42	43	44	45	46	47	48
STAT1 activator	101	112	97	98	126	110	103	101
APP transl inh	-1	19	-9	-3	-37	-6	-12	-5
Diaph act CS	1.1	1.1	0.8	1.1	0.8	0.9	1.1	1
G6PDH CS	-1	4	-10	10	0	-5	2	1
Hsp70 activator	-0.4	-0.4	0.1	-0.3	0.4	-0.3	-0.2	-0.2
STAT1 inh	-2	-13	4	1	-28	-11	-2	-1
Diaphorase inh	-14	-5	20	-9	20	7	-8	-2
STAT3 blocker	2	7	1	3	-25	2	0	7
STAT3 activator	100	96	102	101	122	100	105	98
TLR4 MyD88 comp	-18	3	0	8	4	-6	16	0

49) CCOc1ccc(-n2c(SCC(=O)Nc3ccc(Br)cc3)nc3n[nH]c(C)c3c2=N)cc1
50) Cc1ccc(S(=O)(=O)CCC(=O)OCc2ccc(S(=O)(=O)C(C)C)cc2)cc1
51) COCCOc1ccc(C(F)(F)F)cc1NC(=O)c1ccc(C(F)(F)F)cc1
52) CCOC(=O)CN1C(=O)C(O)(CC(=O)c2ccco2)c2ccccc21 (configuration not stated)
53) Cc1cccc2sc(N(CCCN(C)C)C(=O)c3ccco3)nc12
54) S=c1[nH]nc(-c2cc(-c3ccco3)[nH]n2)n1-c1cccc2ccccc12
55) O=C(Nc1ccc(F)c(F)c1)c1ccco1

entry no.	49	50	51	52	53	54	55
STAT1 activator	98	106	103	96	97	104	98
APP transl inh	16	-20	12	-9	-16	-16	-14
Diaph act CS	0.9	0.8	0.9	0.9	1	0.8	nt
G6PDH CS	-1	4	-18	-2	-6	5	16
Hsp70 activator	-0.3	-0.2	-0.3	-0.3	-0.2	-0.3	-0.2
STAT1 inh	2	-9	-3	4	2	-5	1
Diaphorase inh	8	16	7	10	-2	24	nt
STAT3 blocker	14	-2	4	6	11	-11	13
STAT3 activator	95	106	96	98	95	111	91
TLR4 MyD88 comp	0	1	2	-10	3	-1	6

Some of the entries above, set out differently.
| item | canonical_smiles | STAT1 activator | APP transl inh | Diaph act CS | G6PDH CS | Hsp70 activator | STAT1 inh | Diaphorase inh | STAT3 blocker | STAT3 activator | TLR4 MyD88 comp |
| --- | --- | --- | --- | --- | --- | --- | --- | --- | --- | --- | --- |
| 51 | COCCOc1ccc(C(F)(F)F)cc1NC(=O)c1ccc(C(F)(F)F)cc1 | 103 | 12 | 0.9 | -18 | -0.3 | -3 | 7 | 4 | 96 | 2 |
| 52 | CCOC(=O)CN1C(=O)C(O)(CC(=O)c2ccco2)c2ccccc21 (configuration not stated) | 96 | -9 | 0.9 | -2 | -0.3 | 4 | 10 | 6 | 98 | -10 |
